# Source: PubChem BioAssay (Southern Research Specialized Biocontainment Screening Center)
# H37Rv inhibition – M. tuberculosis growth inhibition, HTS (AID 449762); inhibition, % at 25 µM, or IC50 in µM where a hit was titrated; M. tuberculosis H37Rv growth inhibition, 7H9 media; higher % means a stronger effect; 0.59% of 330,000 active; in the data active = a potency from the dose series; inconclusive = inhibition above about 70% without an active follow-up result;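 also: bacterial growth assessed after seven days of incubation; strong numbers were not always called active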
# influenza NS1A – H1N1 influenza NS1A inhibitors, functional cell based assay (AID 504329); NS1A functional cell-based assay, percent inhibition; higher % means a stronger effect; inhibition, % at 12.5 µM; hits with a dose series show IC50 in µM; 0.3% of 340,000 active; in the data active = a potency from the dose series; inconclusive = inhibition above about 27% without an active follow-up result; also: strong numbers were not always called active
# Salmonella PhoP GFP – Inhibition of PhoP regulon, Salmonella typhi GFP reporter cells, confirmation, 4 h (AID 1850). Salmonella Typhi PhoP-promoter GFP reporter, fluorescence, 4 h; higher % means a stronger effect. inhibition, % at 50 µM, or IC50 in µM where a hit was titrated. 0.33% of 310,000 active; in the data active = a potency from the dose series; inconclusive = inhibition mostly from about 25% at the one dose, without a potency; inactive = the rest, 99 in 100 with inhibition below about 19%;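 also: 0% = induced wells with vehicle and 100% = uninduced wells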
# M. tuberculosis – growth inhibition of non-replicating M. tuberculosis (AID 488890) | Mycobacterium tuberculosis non-replicating, growth inhibition; higher % means a stronger effect | one-dose inhibition, % at 25 µM; IC50 in µM for titrated hits | 0.39% of 320,000 active; in the data active = a potency from the dose series; inconclusive = inhibition mostly from about 82% at the one dose, without a potency; inactive = the rest, 99 in 100 with inhibition below about 76%;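 also: plate controls were DMSO cells for no effect and high antibiotic wells for full effect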
# VEEV TC-83 Vero – inhibitors of VEEV TC-83 cytopathic effect, confirmation, Vero cells (AID 588727). Vero cells, VEEV TC-83 cytopathic effect inhibition; higher % means a stronger effect. inhibition, % at 20 µM; hits with a dose series show IC50 in µM. 0.13% of 350,000 active; in the data active = a potency from the dose series; inconclusive = inhibition mostly from about 14% at the one dose, without a potency; inactive = the rest, 99 in 100 with inhibition below about 12%; also: strong numbers were not always called active
# VEEV TC-83 Vero 10K pilot screen – further read-out of VEEV TC-83 Vero, marked with its call; inhibition, %; measured here: 10K pilot screen inhibition
# An asterisk follows results filed as active; i = inactive; ? = inconclusive; / = no result given.
SMILES,H37Rv inhibition,influenza NS1A,Salmonella PhoP GFP,M. tuberculosis,VEEV TC-83 Vero,others
COc1cc(C2/C(=C(\O)c3ccc4c(c3)OCCO4)C(=O)C(=O)N2c2nnc(C)s2)cc(OC)c1OC (stereo not given),4%,1%,4%,-4%,2.3%,
c1ccc2nc3c(nc2c1)OCC1CCCCN31 (stereo not given),3%,14%,-7%,-10%,i,
Nc1c(-c2ccccc2)cnn1-c1cccc([N+](=O)[O-])c1,0%,-9%,-8%,1%,2.2%,
COc1ccc(CCC(=O)Nc2nnc(C(F)(F)F)s2)cc1,5%,-5%,-12%,60%,i,
COc1ccc(CCNC(=O)c2[nH]c(C)c(C(C)=O)c2C)cc1OC,-6%,2%,0%,1%,1.4%,
COc1cccc(CNc2ccc(S(=O)(=O)N3CCN(C)CC3)cn2)c1,0%,-13%,/,10%,0.7%,
CC(CCN(C)C)OC(=O)c1ccc(C(C)c2ccccc2)o1 (stereo not given),8%,1%,-6%,0%,i,
O=C(NCc1cccc(F)c1)C1CCC(=O)N(C2CCCC2)C1 (stereo not given),2%,-4%,1%,6%,1.1%,
NC(=O)C1CCN(c2nc(-c3ccccc3Br)cs2)CC1,7%,/,/,13%,/,
CC(=O)NC1=NN(C(C)=O)C(C)(CCS(=O)(=O)c2ccc(Br)cc2)S1 (stereo not given),-3%,1%,6%,10%,i,
COc1ccc(C(=O)N(C)C2CCCc3ccccc32)cc1OC1CCN(C(C)C)CC1 (stereo not given),-17%,-2%,-14%,13%,i,
O=C(NCCN1C(=O)CSC1=O)C1CC(=O)N(c2ccccc2)C1 (stereo not given),2%,-5%,12%,-2%,2.4%,
CCN(CC)S(=O)(=O)c1ccc(N2CCN(CCOc3ccc(OC)cc3)CC2)nc1,38%,7%,3%,75%,1.4%,
CC(=O)c1ccc(Nc2cc(C)nc3c(C)cccc23)cc1,6%,7%,-5%,62%,4.0%,
COc1cccc(C2=CC(c3cccs3)n3nnnc3N2)c1 (stereo not given),7%,11%,-3%,65%,8.1%,
COc1ccc(-c2cc(C)no2)cc1S(=O)(=O)N(C)c1ccc(C)c(C)c1,8%,1%,7%,8%,6.1%,
COc1ccc(CNC(=O)Cn2ccc(N)nc2=O)cc1,-3%,6%,/,-9%,0.3%,
Cc1nnnn1CC(=O)Nc1ccccc1[N+](=O)[O-],4%,-3%,-2%,-2%,1.8%,
O=C(COC(=O)c1cc(Cl)ccc1[N+](=O)[O-])Nc1cccc2ccccc12,1%,0%,-8%,53%,0.2%,
Cc1cc(C(=O)OCC(=O)NCCc2ccccc2)c2ccccc2n1,-8%,1%,/,15%,0.9%,
CC(C)C1(C)C(=O)N=C2c3ccccc3C(=O)N21 (stereo not given),-11%,18%,5%,-14%,i,
COc1ccccc1OCc1nc(C#N)c(N2CC(C)CC(C)C2)o1 (stereo not given),-3%,14%,/,/,4.9%,
CC1CCc2c(sc3nc4n(c(=O)c23)CCS4)C1 (stereo not given),2%,-2%,23%,38%,i,VEEV TC-83 Vero 10K pilot screen=2.3
CC(=O)Nc1c(Br)cc2c(c1Br)Cc1cc(Br)ccc1-2,/,-17%,/,/,1.7%,
Clc1ccc(-c2cn(-c3ccccc3)c3[n+]2CCS3)cc1,2%,0%,-1%,1%,5.4%,

# Reprinted from the part before: 4 entries, then new ones.
SMILES,H37Rv inhibition,influenza NS1A,Salmonella PhoP GFP,M. tuberculosis,VEEV TC-83 Vero,others
COc1ccccc1OCc1nc(C#N)c(N2CC(C)CC(C)C2)o1 (stereo not given),-3%,14%,/,/,4.9%,
CC1CCc2c(sc3nc4n(c(=O)c23)CCS4)C1 (stereo not given),2%,-2%,23%,38%,i,VEEV TC-83 Vero 10K pilot screen=2.3
CC(=O)Nc1c(Br)cc2c(c1Br)Cc1cc(Br)ccc1-2,/,-17%,/,/,1.7%,
Clc1ccc(-c2cn(-c3ccccc3)c3[n+]2CCS3)cc1,2%,0%,-1%,1%,5.4%,
CCOc1ccc(NC(=O)CC2Nc3ccccc3NC2=O)cc1 (stereo not given),3%,4%,15%,-8%,6.8%,
CC(C)(C)NC(=O)NC(=O)CN1CCCCCCC1,8%,3%,-16%,19%,1.2%,
COc1ccccc1CN1CCC(n2nccc2NC(=O)CCc2ccccc2)CC1,-2%,6%,-3%,33%,0.5%,
O=C(Cc1ccccc1)Nc1ccccc1C(=O)N1CCN(c2ccccc2)CC1,-13%,13%,-9%,11%,0.9%,
Cc1ccc(-n2c(-c3cc(C)n(C)n3)n[nH]c2=S)cc1,-8%,12%,-2%,-2%,2.8%,
Cc1c(NC(=O)C2C3C=CC(C3)C2C(=O)O)c(=O)n(-c2ccccc2)n1C (stereo not given),-1%,-3%,-10%,-7%,0.3%,
CN(C)c1ccc(C(=O)Nc2ccc(S(=O)(=O)Nc3nccs3)cc2)cc1,2%,15%,-8%,-18%,1.9%,
CC1(c2ccc(Cl)cc2)NC(=S)N2C1NC(=S)N2c1ccccc1 (stereo not given),?,0%,-5%,7%,4.2%,
CC1(C)Cc2c(C#N)c(N3CCOCC3)nc(-c3ccccc3)c2CO1,1%,-11%,-5%,-1%,6.0%,
O=C(CN1CCN(c2ccccn2)CC1)N(c1ccccc1)c1ccc2ccccc2c1,4%,12%,3%,-11%,0.7%,
Cn1c(SCC(=O)NC2CCCC2)nnc1-c1ccccn1,5%,16%,-3%,22%,1.3%,
O=C(CCCN1C(=O)/C(=C\c2cccs2)SC1=S)Nc1ccc(O)cc1C(=O)O,11%,-10%,-27%,19%,2.9%,
CCN1CCN(c2ccc(S(=O)(=O)N3CCOCC3)cc2NC(=O)c2ccc(C(F)(F)F)cc2)CC1,0%,1%,-1%,11%,1.9%,
COc1ccc(C2CC(c3ccc(Cl)cc3)Nc3nc(NC(=O)c4ccco4)nn32)cc1 (stereo not given),/,-5%,/,/,7.3%,
CC1(C)CC=CC(COC(=O)c2ccccc2C(=O)O)C1 (stereo not given),/,-17%,/,/,1.1%,
COC(=O)C(C(=O)OC)C(c1ccccc1)C(C(=O)c1ccccc1)[N+](=O)[O-] (stereo not given),-1%,15%,-5%,-19%,0.0%,
COc1ccc(-c2nc(NC(=O)C3=NN(c4cccc(C)c4)C(=O)CC3)sc2C)cc1,3%,1%,5%,0%,8.2%,
CN(Cc1ccc(F)cc1)C(=O)c1ccc(NS(=O)(=O)c2ccc3[nH]c(=O)[nH]c3c2)cc1,2%,0%,0%,-2%,1.9%,
CCC1Sc2ccc(S(=O)(=O)CCC(=O)Nc3cccc(Br)c3)cc2NC1=O (stereo not given),6%,0%,0%,35%,11%,
O=C(Nc1c2c(nn1-c1ccc(F)cc1)CSC2)c1ccc(S(=O)(=O)N2CCOCC2)cc1,5%,20%,-8%,7%,0.4%,
Cc1ccc(OCCCCn2cnc3ccccc32)c(C)c1,?,-15%,11%,34%,i,
O=C(CN1CCC(NC(=O)c2ccccc2Cl)CC1)NCc1ccccc1,-2%,5%,4%,-9%,i,
COc1ccc(Nc2nnc(SCc3cn4c(C)cccc4n3)s2)cc1,5%,-4%,-14%,32%,6.2%,
CC(C)CCNC(=O)C(=O)Nc1cc2c3c(c1)CCC(=O)N3CCC2,5%,-5%,1%,2%,1.6%,
O=C(Nc1ccn(CCCNCCN2CCOCC2)c(=O)n1)OCc1ccccc1,/,2%,/,/,i,

# Grouped by structure, the compounds so far with an aryl thioether with sulfur outside any ring.
SMILES,H37Rv inhibition,influenza NS1A,Salmonella PhoP GFP,M. tuberculosis,VEEV TC-83 Vero,others
Cn1c(SCC(=O)NC2CCCC2)nnc1-c1ccccn1,5%,16%,-3%,22%,1.3%,
COc1ccc(Nc2nnc(SCc3cn4c(C)cccc4n3)s2)cc1,5%,-4%,-14%,32%,6.2%,

# Returning to the listing with the 2 entries that preceded the break.
SMILES,H37Rv inhibition,influenza NS1A,Salmonella PhoP GFP,M. tuberculosis,VEEV TC-83 Vero,others
CC(C)CCNC(=O)C(=O)Nc1cc2c3c(c1)CCC(=O)N3CCC2,5%,-5%,1%,2%,1.6%,
O=C(Nc1ccn(CCCNCCN2CCOCC2)c(=O)n1)OCc1ccccc1,/,2%,/,/,i,
O=C(CN1CCN(S(=O)(=O)c2cccc(F)c2)CC1)NCC1(N2CCOCC2)CCCCC1,6%,-2%,/,8%,5.2%,
CCc1nc2n[nH]c(N)c2c2c1CCCC2,1%,-11%,-8%,0%,2.8%,
CCC(=O)c1ccc(N2CCCCCC2)c(F)c1,2%,-4%,1%,23%,2.2%,
Cc1nn(C)c(C)c1S(=O)(=O)N(CC(=O)Nc1ccccn1)c1ccc(C(C)C)cc1,-3%,3%,/,/,0.6%,
N=c1oc2ccccc2cc1C(=O)NC1CCCCCC1,-4%,-8%,-11%,7.3µM*,6.7%,
c1ccc2nc(-c3ccc(-n4ccnc4)cc3)ccc2c1,24µM*,-26%,1%,48%,6.3%,
O=C(CSc1nc2nn(-c3ccccc3)c(=O)c-2c2n1CCCCC2)Nc1ccc(F)c(F)c1,28%,14%,/,72%,4.3%,
CCCN(CCC)C(=S)NC(=O)c1ccc(Cl)cc1Cl,?,-19%,3%,10%,5.9%,
Cn1cc([N+](=O)[O-])c(C(=O)Nc2cc(Oc3cccnc3)cc([N+](=O)[O-])c2)n1,3%,/,8%,-7%,/,
OC(CC#CCN1CCCCCC1)(c1ccccc1)C1CCCC1 (stereo not given),2%,-4%,1%,29%,i,
CCN(CC)S(=O)(=O)c1ccc(N/N=C(\C)c2ccncc2)c([N+](=O)[O-])c1,-2%,6%,-13%,-1%,i,
O=C(NCc1cccnc1)c1cnn2ccccc12,-5%,0%,-7%,-24%,1.0%,
Cc1nc2c(c3c1[nH]c1ccccc13)C(O)CC(C)(C)C2 (stereo not given),-6%,-2%,1%,2%,i,
COc1ccc(-c2nc(-c3cccc(C)c3)no2)cc1OC,19%,21%,-9%,2%,2.3%,
C/C(=N\Nc1cccc(C(=O)O)c1)c1ccc(Cl)s1,13%,-7%,19%,13%,3.2%,
COC(=O)c1cc(S(=O)(=O)NCc2ccc3c(c2)OCO3)c[nH]1,-9%,27%,/,-6%,1.2%,
CC(=O)Nc1ccc(C(=O)Nc2cccc(S(=O)(=O)NC3=NCCC3)c2)cc1,3%,0%,2%,-2%,1.3%,
Cc1ccc(S(=O)(=O)N2CCC(C(=O)Nc3ccc(N4CCOCC4)cc3)CC2)cc1C,/,-7%,/,/,i,
CNc1ccc(Br)cc(C(=O)/C=C/c2cccc(Cl)c2Cl)c1=O,/,-2%,/,/,>25µM*,
COC(=O)C1=C(c2cccc(C#N)c2)C[C@@H]2CC[C@H]1N2C(=O)NC1CC1,0%,6%,/,7%,0.1%,
c1ccc(-n2ncc3c(NCc4ccc5c(c4)OCO5)ncnc32)cc1,69%,26%,4%,30%,0.6%,
CN(Cc1ccccc1)S(=O)(=O)c1ccc(OCC(=O)NCc2cccnc2)cc1,-2%,11%,-6%,1%,1.9%,
CC1CC(C)CN(S(=O)(=O)c2cccc3nsnc23)C1 (stereo not given),-1%,9%,-2%,-16%,2.6%,

# Quoted at random: four records from the list
SMILES,H37Rv inhibition,influenza NS1A,Salmonella PhoP GFP,M. tuberculosis,VEEV TC-83 Vero,others
O=C(CSc1nc2nn(-c3ccccc3)c(=O)c-2c2n1CCCCC2)Nc1ccc(F)c(F)c1,28%,14%,/,72%,4.3%,
c1ccc2nc(-c3ccc(-n4ccnc4)cc3)ccc2c1,24µM*,-26%,1%,48%,6.3%,
COC(=O)c1cc(S(=O)(=O)NCc2ccc3c(c2)OCO3)c[nH]1,-9%,27%,/,-6%,1.2%,
CC(=O)Nc1ccc(C(=O)Nc2cccc(S(=O)(=O)NC3=NCCC3)c2)cc1,3%,0%,2%,-2%,1.3%,
